# Pf Dd2 inh = qHTS Primary assay for Inhibitors of Plasmodium falciparum Dd2 growth in vitro; 4.3% of 120,000 active; P. falciparum Dd2 growth, SYBR Green, 72 h; Potency, µM (highest dose often 28.9 µM), inactives show at the top dose activity, negative = inhibition, hits mostly inhibitors; active = well fitted inhibition curve with a large enough effect; inconclusive = small, poorly fitted or top-dose-only effect; inactive = no such curve, though single readings can be large or run the other way;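 note: plate controls were DMSO vehicle for no effect and reference drug for full effect; nearly all actives have a fitted effect of over 65% in size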
#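 Infected erythrocytes (Dd2, 0.3% parasitemia, 2.5% hematocrit final) are added to compound in RPMI-1640/Albumax II medium, grown 72 h at 37C in low oxygen, then lysed with saponin/Triton-X containing SYBR Green and read by fluorescence.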
# Numbers without * were called inactive; i = inactive; ? = inconclusive; [ ] = dose if it differs, or a comment. Potency is the fitted concentration of half-maximal effect. A portion of the library (hit frequency here may not be typical).
mol,Pf Dd2 inh
COCCNC(=O)Cn1c(=O)n(CCCCCC(=O)NCc2ccc3c(c2)OCO3)c(=O)c2sccc21,4.6%
CC(C)n1cnnc1-c1nn(C)c2c1CN(C(=O)c1nn(C)c3ccccc13)CC2,?
CCN(CC)C(=O)[C@@H]1CCC[C@@H](NC(=O)c2cc(C)n(C)n2)CN(C)C(=O)C1,-23.8%[44.1 µM]
Cc1noc(C)c1[S+](=O)([O-])N1CCCC2(C1)C(=NC1CCCCC1)NC(=O)N2c1cccnc1 (stereo not given),i
Cc1ccc(Cn2c(CNC(=O)c3ccc(Cl)c([N+](=O)[O-])c3)nc3cccnc32)cc1,?
CN(C)c1ccc(CN2CCNc3cc(Nc4cccnc4)ncc3C2)cc1,?
COc1ccc2cc(CNc3ccc(C)cc3)c(=O)n(CC(=O)Nc3cccc(C(F)(F)F)c3)c2c1,?
Cc1nc2c(c(-c3ccc(O)cc3)n1)CN(C(=O)C(C)(C)C)CCC2,-14.5%[44.1 µM]
COc1ccc(NC(=O)NCC2CCOCC2)c(C)c1,-8.4%
COc1ccc(C(=O)N2CCC(N3CCOC3=O)CC2)cc1,30.7%[activator]
c1ccc(-c2cnc3n[nH]c(-c4ccccc4)c3n2)cc1,i
COc1ccc2ccc(OCc3nc(C(=O)NCc4cnc(C)cn4)co3)cc2c1,?
O=C(NCCc1ccncc1)C1CN(Cc2ccncc2)CC12CCOCC2 (stereo not given),11.5%
CC(C)CC(=O)N1CCC2(CC1)CC(N(C(=O)c1ccccc1)C1CC1)CCO2 (stereo not given),i
Cc1ccc(CNc2ccc(-c3nc(-c4ccco4)no3)cc2[N+](=O)[O-])cc1,1.3%

# Reprinted from the part before: 2 compounds, then new ones.
mol,Pf Dd2 inh
CC(C)CC(=O)N1CCC2(CC1)CC(N(C(=O)c1ccccc1)C1CC1)CCO2 (stereo not given),i
Cc1ccc(CNc2ccc(-c3nc(-c4ccco4)no3)cc2[N+](=O)[O-])cc1,1.3%
COCCc1nn2c(=O)cc(COC(=O)c3ccc4c(c3)OCO4)nc2s1,-26.7%
Cc1ccc(CN2CCN(c3cc(NCCO)ncn3)CC2CCO)cc1 (stereo not given),-11.2%
CC1(C)CNC(=O)c2nc(CCN3CCC(C(N)=O)CC3)[nH]c2C1,-9.4%
CN1C(=O)c2cccn2CC1CNC(=O)NCCc1ccccc1 (stereo not given),-0.1%
Cn1c(=O)c2c(-c3ccccc3Cl)n(Cc3ccc(Cl)cc3)cc2n(C)c1=O,-23.8%
CC(C)NC(=O)NC[C@H]1C[C@@H]2CCN1C[C@@H]2c1cc(-c2cccs2)nn1C,i
Cc1c(C(=O)N2C[C@@H](CN(C)C)C[C@H](CO)C2)n(C)c2c(C)cccc12,-42.3%
CC(C)Cc1ccc(CN2CCC3(Cc4ccccc4CNC3=O)C2)cc1 (stereo not given),12.6µM*
CCN(Cc1ccc(C)o1)C(=O)C(C)n1ccnc1C(C)C (stereo not given),-12.4%
COc1cccc(-c2nc3c(c(SCC(=O)Nc4cccc(C)c4C)n2)Cc2c(CO)cnc(C)c2O3)c1,51.6%[activator]
CCCN(Cc1cc2cc(C)ccc2[nH]c1=O)C(=O)c1cccc(Cl)c1,24.5%
Cc1c(CNC(=O)c2ccc3c(c2)[nH]c(=O)n3C2CCC(O)CC2)cnn1C (stereo not given),-14.8%
COC(=O)c1cc2oc3ccccc3c2n1Cc1ccc(C)cc1,-28.7%
Cn1ncc(N2CCCC(C(=O)N3CCN(C(=O)c4ccco4)CC3)C2)cc1=O (stereo not given),7.5%
CS(=O)(=O)c1ccc(CN2C[C@H](O)C[C@H]2c2nc(-c3cccnc3)no2)cc1,4.5%[44.1 µM]

# Part of the list above, with each value named.
smiles: CC(C)Cc1ccc(CN2CCC3(Cc4ccccc4CNC3=O)C2)cc1 (stereo not given)
  Pf Dd2 inh = 12.6µM*

smiles: CCN(Cc1ccc(C)o1)C(=O)C(C)n1ccnc1C(C)C (stereo not given)
  Pf Dd2 inh = -12.4%

smiles: COc1cccc(-c2nc3c(c(SCC(=O)Nc4cccc(C)c4C)n2)Cc2c(CO)cnc(C)c2O3)c1
  Pf Dd2 inh = 51.6%[activator]

smiles: CCCN(Cc1cc2cc(C)ccc2[nH]c1=O)C(=O)c1cccc(Cl)c1
  Pf Dd2 inh = 24.5%

# (list continues)
mol,Pf Dd2 inh
COc1cccc(NCc2nnc(C(=O)N3CCC[C@@H]3C(c3ccccc3)c3ccccc3)n2-c2cccnc2)c1,?
Cc1ccc(-n2ncc3c(N4CCC(Cc5ccccc5)CC4)ncnc32)cc1C,34.8%[activator]
CS(=O)(=O)c1ccc(CN2CCC[C@H]2c2nc(-c3ccc(N4CCC(C(N)=O)CC4)nc3)no2)cc1,?
CN(C)C[C@@H]1CN(C)C[C@H]1NC(=O)c1ccccc1C(F)(F)F,-30.0%
O=C(Nc1ccc(F)c(F)c1)c1ccc(F)c(S(=O)(=O)N2CCC3(CC2)OCCO3)c1,?
Cc1nc2c(c(-c3ccc(Cl)cc3)n1)CCN(C(=O)Cc1ccccn1)CC2,-11.0%
O=C(NCCCN1CCCC1=O)C1Cn2cccc2C(=O)N1Cc1cccnc1 (stereo not given),3.7%
O=C(c1ccccc1Cl)N1CCC2(CC1)OCC(C(=O)N1CCCC1)N2C(=O)c1ccccc1 (stereo not given),-7.7%
Cc1ccc2c(CC(=O)Nc3ccc(S(=O)(=O)N4CCCCC4)cc3)coc2c1,-22.7%
Cc1nc(-c2ccncc2)ncc1C(C)NC(=O)CN1C(=O)CNC1=O (stereo not given),-14.7%
Cc1ccc(-c2ccc3nnc(CNC(=O)c4ccc(F)cc4)n3n2)cc1,i
O=C([C@@H]1Cc2nc[nH]c2CN1Cc1cccc(OC(F)(F)F)c1)N1CCOCC1,i
CCNC(=O)Nc1ccc(OCC(=O)N2CCN(c3ccccc3Cl)CC2)nc1,i
CC(C)(C)OC(=O)N1CCC(c2c(C(=O)NCCc3ccsc3)cnn2-c2ccc(F)cc2F)CC1,8.91µM*
COc1ccc(N(C(=O)c2ccc(C)cc2)S(=O)(=O)c2ccc(Cl)cc2)cc1,i
Cc1ccc(-c2cnc(C3CC3)o2)cc1S(=O)(=O)Nc1cccc(C)c1C,9.9%
N#Cc1ccc(C(=O)N2CCN3C(=O)N(Cc4ccccc4)C(=O)[C@H]3C2)cc1,-13.3%[44.1 µM]
Cc1ccccc1CSc1nc2cc(C(=O)NC3CCCC3)ccc2c(=O)n1Cc1ccccc1,i
CCCc1cnc2c(c1SCC(=O)Nc1ccc([N+](=O)[O-])cc1)c(=O)n(C)c(=O)n2C,-12.3%
N#Cc1cccc(CN2C[C@H](O)C[C@H]2c2nc(-c3ccc4c(c3)OCO4)no2)c1,i
CCc1nnc(NC(=O)c2nc(SCc3ccc(F)cc3)ncc2Cl)s1,i
O=C(NC1CCCCC1)[C@@H]1C[C@@H](O)CN1C1CCN(C(=O)c2nccc3ccccc23)CC1,-25.2%
Cc1cccc(N2CCN(C(=O)C(C)n3nc(C)n4c(cc5occc54)c3=O)CC2)c1C (stereo not given),30.0%
Cc1nc(C)c(C(=O)N2CCC3(CC2)CC(N2CCCC2)CCO3)s1 (stereo not given),20.2%
CS(=O)(=O)N1CCC(C2CCN(C(=O)c3cn[nH]c3)C2)CC1 (stereo not given),-8.4%
CC1(c2ccccc2)N(Cc2ncccn2)C(=O)OC12CCN(Cc1cccc(O)c1)CC2 (stereo not given),i
COCCNC(=O)C1COC2(CCN(C(=O)c3ccc(F)cc3)CC2)N1C(=O)c1ccccc1C (stereo not given),-13.1%
O=C([C@@H]1C[C@H](c2ccc(F)cc2)N(Cc2ccccc2Cl)C1)N1CCOCC1,i
Cc1noc(C)c1S(=O)(=O)N1CCOCCNC(=O)[C@@H]2CCC[C@@H]21,-13.2%
COCCn1ncc(N2CCCC(CC(=O)NCc3ccc(OC)cc3)C2)cc1=O (stereo not given),i
CNC(=O)[C@@H]1C[C@H](Oc2ccccc2)CN1S(=O)(=O)c1ccc2c(c1)CCC2,8.4%
N#Cc1ccccc1OCC1CN(Cc2cccc(C(F)(F)F)c2)C(=O)c2c(ccnc2-c2ccc(OCC(=O)O)cc2)O1 (stereo not given),i
Cc1ccc(-n2c(SCC(=O)O)nc3sc4c(c3c2=O)CCCC4)cc1,26.6%
Cc1cccc(Cn2c(=O)n(CCc3ccccc3)c(=O)c3c(C)c(C)sc32)c1,-0.9%
CC(=O)N1CCCN(Cc2nc(-c3cccc(Oc4ccccc4)c3)oc2C)CC1,i
O=C(NCC1CCOC1)C1CCN(c2nc(-c3ccccc3)nc3c2CCC3)CC1 (stereo not given),i
COc1ccc(NC(=O)CN(C)S(=O)(=O)c2ccc3c(c2)CCCN3C(C)=O)cc1Cl,-10.8%
O=C(O)c1cc2c(s1)CCN(C(=O)c1ccc(F)cc1)C2,19.7%
CCOc1ccc(NC(=O)N2c3ccccc3CC2c2nc(C3CC3)no2)cc1 (stereo not given),i[5.79 µM]
COC(=O)CNC(=O)N1CCCCCCn2c(nnc2-c2ccc(F)cc2)CC1,11.6%
Cn1cccc1CN1CCC2(CC1)COc1ccccc1C(=O)N2,5.62µM*
COCCO[C@H]1C(=O)N(C2CCN(C(=O)NC3CCCCC3)CC2)[C@H]1c1ccncc1,-9.5%
O=c1ccc(N2CCC(NS(=O)(=O)c3ccc(F)c(F)c3)CC2)nn1CC1CC1,-1.4%
O=C1NCc2ccccc2CC12CCCN(Cc1c(F)cccc1Cl)C2 (stereo not given),-19.9%
Cc1ccc(NC(=O)CSc2nc(C)c(Cc3ccccc3)c(=O)[nH]2)cc1,34.2%[activator]
COC1CN(c2cccc(F)c2)C12CCN(C(=O)NC1CCCCC1)CC2 (stereo not given),6.31µM*
c1cc(-c2noc([C@@H]3CCCN3C3CCOCC3)n2)cc(N2CCCC2)n1,?
CCC(CC)n1ncc(C)c1NC(=O)CC(c1ccccc1)c1ccco1 (stereo not given),4.0%
CCc1ccc(Sc2cc(C(=O)NCCCN3CCC(C)CC3)c3ccccc3n2)cc1,?
CC1CCCN(CCCNC(=O)c2ccc3c(c2)N(Cc2ccccc2F)C(=O)c2ccccc2S3(=O)=O)C1 (stereo not given),?
COc1ccc(N2CCN(C(=O)c3ccc4c(Cl)c5c(nc4c3)CCCC5)CC2)cc1,13.6%
Cc1ncsc1CN1CCCC(c2nc(CCOCC3CCCC3)no2)C1 (stereo not given),i
COc1ccc(S(=O)(=O)NCC(c2ccco2)S(=O)(=O)c2ccc(C)cc2)cc1F (stereo not given),i
CC(C)(Oc1nn(Cc2cccc(Cl)c2)c2ccccc12)C(=O)NCC1CCOCC1,-18.0%
COc1ccc(-c2cc(N3CCC(NC(=O)Cc4ccccc4F)CC3)n[nH]2)cc1,i
Cc1ccc(N(CC(=O)Nc2ccc(Br)c(C)c2)S(=O)(=O)c2cccs2)cc1,i
CCOc1ccccc1CNS(=O)(=O)c1ccc2c(c1)C(C)(C)C(=O)N2C,-2.9%
Cc1ccc(C(=O)NCC(c2cccs2)S(=O)(=O)c2cccs2)cc1C (stereo not given),-1.6%
O=C1CCN(C(=O)c2ccco2)CCCC(CO)CCN1 (stereo not given),45.7%[activator]
N#Cc1ccc(S(=O)(=O)N2CCC(Cc3nc(-c4cccnc4)n[nH]3)C2)cc1 (stereo not given),i

# Going on with the list.
mol,Pf Dd2 inh
O=C(Nc1ccccc1C(F)(F)F)c1cc(-c2ccc3c(c2)OCCO3)on1,12.9%
Cn1nccc1C(=O)NCC(=O)N1CCCCCNC(=O)CC1c1ccccc1 (stereo not given),31.0%[activator]
COc1cc(CN2CCN(Cc3cnc(SC)nc3)CC2CCO)cc(OC)c1 (stereo not given),i
COc1cc2c(C(=O)N(C)c3cc(Cl)ccc3OC)cn(CC(C)C)c(=O)c2cc1OC,i
O=C(c1ccc2nnc(-c3ccc(F)cc3)n2c1)N1CCOCC1,12.1%
COc1ccc(NC(=O)CC(C)S(=O)(=O)c2cc3c(cc2C)NC(=O)CO3)cc1OC (stereo not given),26.5%
Cc1nn(C(=O)CCCC(=O)N2CCC(Cc3nncn3-c3ccccc3)CC2)c2ccccc12,?
Cc1cc(=O)n(CC(=O)NCc2ccc3c(c2)OCO3)c(N2CCc3ccccc3C2)n1,i
CC(C)n1cccc1C(=O)N1CCC2(CC1)CC(c1ccccc1)CN2C (stereo not given),?
COCc1cc(C)nc2sc3c(c12)NC(c1ccc(O)cc1)N(c1ccc(C)cc1)C3=O (stereo not given),?
CC(C)(C)c1ccc(OCC(=O)N2CCC(c3nc4ccccc4s3)CC2)cc1,55.3%[activator]
Cc1sc2c(c1C)c(=O)n(Cc1ccccc1)c(=O)n2Cc1ccc(F)cc1,46.4%[activator]
CCc1ccc(S(=O)(=O)c2cn(C)c3cc(OC)c(OC)cc3c2=O)cc1,i
N#CCn1nc2n(c1=O)CCN(C(=O)NCCc1ccccc1)CC2,32.5%[activator]
CN(C)C(=O)c1n[nH]c2c1CN(C(=O)c1ccc(F)cc1)CC2,?
Cc1ccc(NC(=O)Cn2nnc(-c3nc(-c4ccncc4)no3)c2N)c(C)c1,2.7%
COc1ccc(C(=O)NCCc2ncc(C)n2CC2CC2)cc1,i
OC1CC(c2cc(NCCCn3ccc4ccccc43)ncn2)C1 (stereo not given),-17.8%

# Screens as filed in PubChem BioAssay.
